# High-throughput results from PubChem BioAssay.
# GRP78 ERSR act = qHTS for Inducers of the Endoplasmic Reticulum Stress Response (ERSR) in Human Glioma: qHTS; U87-MG GRP78 promoter luciferase reporter, 16 h; Potency, µM, inactives show at the top dose activation, hits mostly activators; hit rate 0.02% among 420,000; also: potency is read from the fitted curve at half-maximal effect; series mostly up to about 76 µM; % of control where 0% means no effect; nearly all actives have a fitted effect of over 35% in size
#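 Stably transfected U87-MG human glioma cells carrying a GRP78-based luminescent sensor were seeded at 1000 cells/well, pin-dosed with compounds and incubated 16 h. Luciferase reagent was then added, and end-point luminescence was read after 10 min at room temperature.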
# Vif-A3F inh = qHTS for Inhibitors of Vif-A3F Interactions: qHTS. HeLa A3F-eYFP + Vif (tagged APOBEC3F with the HIV-1 protein that degrades it), YFP fluorescence increase. Potency, µM (series often up to 46.1 µM), for inactives: top-dose activity, negative = active. hit rate 0.2% among 390,000. AID 602313, 2012; also: potency is read from the fitted curve at half-maximal effect; % of control where 0% means no effect; nearly all actives have a fitted effect of over 65% in size
#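 Fluorescence increase (Ex 488/Em 500-530) after overnight compound treatment at 37 deg C flags inhibition of Vif-driven A3F-eYFP loss in stable HeLa A3F-eYFP/Vif cells seeded overnight beforehand.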
# TrxR1 inh = qHTS Assay for Inhibitors of Mammalian Selenoprotein Thioredoxin Reductase 1 (TrxR1): qHTS; Thioredoxin reductase 1, cytoplasmic (Rattus norvegicus), O89049; recombinant rTrxR1, NADPH fluorescence consumption, selenite substrate; Potency, µM (highest dose often 114 µM), without a hit: at the top dose activity change, negative = inhibition, actives largely listed as inhibitors; hit rate 1% among 390,000; also: potency is read from the fitted curve at half-maximal effect; % is scaled to controls: 0 for no effect and ±100 for the full control effect; nearly all actives have a fitted effect of over 65% in size
# Target sequence (O89049 whole entry, looked up): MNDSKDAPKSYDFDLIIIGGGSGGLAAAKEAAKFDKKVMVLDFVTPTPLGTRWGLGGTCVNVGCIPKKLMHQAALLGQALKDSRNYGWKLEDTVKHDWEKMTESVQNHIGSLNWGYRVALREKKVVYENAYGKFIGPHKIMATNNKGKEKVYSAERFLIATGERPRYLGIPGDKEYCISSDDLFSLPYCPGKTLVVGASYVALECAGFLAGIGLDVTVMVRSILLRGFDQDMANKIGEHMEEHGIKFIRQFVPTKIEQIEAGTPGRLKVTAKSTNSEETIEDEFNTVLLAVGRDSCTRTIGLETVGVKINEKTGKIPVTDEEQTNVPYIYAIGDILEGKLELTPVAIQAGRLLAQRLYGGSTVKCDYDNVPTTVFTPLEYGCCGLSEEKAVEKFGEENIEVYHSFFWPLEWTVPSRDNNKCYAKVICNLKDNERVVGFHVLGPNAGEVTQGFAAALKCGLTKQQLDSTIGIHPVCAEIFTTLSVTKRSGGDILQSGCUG
#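 Rat TrxR1 (90 nM in the dispensed reagent) was pre-reduced with 400 uM NADPH for 5 min at room temperature, then incubated with compound for 15 min. After 400 uM selenite was added, NADPH fluorescence (Ex 340/Em 450 nm) was followed for 8 min.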
# TrxR1 substrate = qHTS Assay for Substrates of Mammalian Selenoprotein Thioredoxin Reductase 1 (TrxR1): qHTS; hit rate 0.01% among 390,000; Thioredoxin reductase 1, cytoplasmic (Rattus norvegicus), O89049; purified TrxR1 substrate turnover, NADPH consumption readout; Potency, µM (series often up to 114 µM), for the others: at the highest dose activity change, negative = substrate turnover; AID 588456, 2011; also: potency is read from the fitted curve at half-maximal effect; % is scaled to controls: 0 for no effect and ±100 for the full control effect; nearly all actives have a fitted effect of over 50% in size
#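 Rat TrxR1, dispensed at 90 nM, was prereduced with 400 uM NADPH (final) for 5 min at ~22 deg C, then incubated with compound 15 min before 400 uM selenite. A first-read NADPH fluorescence drop versus no-compound background flagged substrates.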
# Vif-A3G inh = qHTS for Inhibitors of Vif-A3G Interactions: qHTS; hit rate 0.076% among 410,000; AID 602310, 2012; HeLa A3G-eYFP + Vif (tagged APOBEC3G with the HIV-1 protein that degrades it), YFP fluorescence, overnight; Potency, µM (titrated, usually from 46.1 µM), inactives show at the top dose activity, negative = active, actives largely listed as inhibitors;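 also: potency is read from the fitted curve at half-maximal effect; % is scaled to controls: 0 for no effect and ±100 for the full control effect; nearly all actives have a fitted effect of over 60% in size; hits raise eYFP signal because A3G escapes Vif-driven loss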
#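 Read-out is eYFP fluorescence (Ex 488/Em 500-530) from Vif-expressing HeLa A3G-eYFP cells; more signal means A3G escaped Vif-mediated degradation. Cells plated overnight, compound pinned in, incubated overnight at 37 deg C.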
# LDHA inh = qHTS assay for inhibitors of human lactate dehydrogenase | L-lactate dehydrogenase A chain (Homo sapiens), P00338 | purified LDHA, NADH/diaphorase-resazurin fluorescence; hits give low values | activity change, % (values are at about 110 or 230 µM) | hit rate 0.15% among 480,000 | AID 1347041, 2019; in the data active = activity change below about -30%; inconclusive = mostly about -25% to -30%;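 also: plate controls were DMSO wells for no effect and wells without enzyme for full effect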
#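 LDH5 2 nM; NADH 0.06 mM, pyruvate 0.2 mM; 200 mM Tris pH 7.4, EDTA, Tween-20; 5 min RT. Detection: diaphorase 0.133 mg/mL + resazurin 37 µM, fluorescence ex540/em590 at 0 and 20 min; normalized to enzyme-free and DMSO wells.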
# RGS4 inh = Inhibitors of Regulator of G Protein Signaling (RGS) 4: qHTS. Transcreener GDP fluorescence polarization, RGS4-accelerated GTP hydrolysis. AID 504845, 2011. Potency, µM (top dose mostly 114 µM), without a hit: top-dose activity change, negative = inhibition, actives largely listed as inhibitors. hit rate 0.039% among 390,000. Regulator of G-protein signaling 4 (Homo sapiens), P49798; also: potency is read from the fitted curve at half-maximal effect; % is scaled to controls: 0 for no effect and ±100 for the full control effect; nearly all actives have a fitted effect of over 75% in size; some results filed as inactive show a strong effect at the top dose
#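 MLSMR compounds (23 nl, pin-transferred) preincubated 10 min at room temperature with a 500nM (2x) first reagent, then RGS4 at 900nM (2x) plus Transcreener GDP mix added; fluorescence polarization (620/688 nm) read before and after 90 min at 30 °C.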
# USP1-UAF1 inh = Inhibitors of USP1/UAF1: Primary Screen; recombinant USP1/UAF1, Ub-Rhodamine cleavage fluorescence; Potency, µM (highest dose often 57.1 µM), for inactives: at the highest dose activity change, negative = inhibition, most hits filed as inhibitors; hit rate 0.23% among 390,000; AID 743255, 2014; also: potency is read from the fitted curve at half-maximal effect; % is scaled to controls: 0 for no effect and ±100 for the full control effect; nearly all actives have a fitted effect of over 60% in size; inactives centre near -12
#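 Step one: compound is pinned into 1nM USP1/UAF1 in HEPES pH 7.8 buffer with TCEP. Step two: 15 min room-temperature incubation. Step three: Ub-Rho (150nM final) starts cleavage, tracked by fluorescence over six one-minute reads.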
# IDH1 R132H inh = qHTS for Inhibitors of mutant isocitrate dehydrogenase 1 (IDH1): qHTS; IDH1-R132H enzyme, NADPH consumption, diaphorase/resazurin fluorescence; Potency, µM (series often up to 76.6 µM), without a hit: at the top dose activity change, negative = inhibition, hits mostly inhibitors; hit rate 0.093% among 390,000; also: potency is read from the fitted curve at half-maximal effect; % is scaled to controls: 0 for no effect and ±100 for the full control effect; nearly all actives have a fitted effect of over 65% in size
# Target sequence (O75874 whole entry R132H, stated change not applied): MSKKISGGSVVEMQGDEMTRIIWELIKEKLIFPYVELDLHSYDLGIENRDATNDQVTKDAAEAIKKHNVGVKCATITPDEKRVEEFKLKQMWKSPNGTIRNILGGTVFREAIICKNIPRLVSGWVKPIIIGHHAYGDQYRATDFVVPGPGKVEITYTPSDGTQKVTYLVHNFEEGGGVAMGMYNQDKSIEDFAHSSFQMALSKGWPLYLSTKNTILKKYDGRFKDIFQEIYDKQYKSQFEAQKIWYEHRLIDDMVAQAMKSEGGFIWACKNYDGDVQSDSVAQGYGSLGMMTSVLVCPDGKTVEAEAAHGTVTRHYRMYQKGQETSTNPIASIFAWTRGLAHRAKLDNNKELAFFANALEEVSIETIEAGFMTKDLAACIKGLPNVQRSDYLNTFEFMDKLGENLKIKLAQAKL
#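 IDH1-R132H (0.5 ug/mL) preincubated 30 min with compound, then NADPH (0.016 mM) and alpha-KG (2 mM) added; 80 min at RT, pH 7.5. Remaining NADPH coupled via diaphorase/resazurin to fluorescence (540/590 nm); concentration-response curves normalized to no-enzyme control.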
# Active calls of the source: *; ? = inconclusive; . = not tested or not shown; [ ] = dose if it differs, or a comment. Unless noted, calls follow the shape of the dose curve; as a rule, active = well fitted curve in the direction sought with a large enough effect; inconclusive = small, poorly fitted or top-dose-only effect, or another doubt; inactive = no such curve, though single readings can be large; an effect the other way counts as inactive or inconclusive.
SMILES,GRP78 ERSR act,Vif-A3F inh,TrxR1 inh,TrxR1 substrate,Vif-A3G inh,LDHA inh,RGS4 inh,USP1-UAF1 inh,IDH1 R132H inh
O=C(O)c1c[nH]c2ccc(S(=O)(=O)N3CCOCC3)cc12,-3%,2%,4%,6%,3%,1,26%,2%,7%
COCC(=O)Nc1cc(OC)c(Cl)cc1OC,-2%,8%,4%[57.1 µM],1%[57.1 µM],1%,3,7%,-15%,2%
Cc1cc(SCCOc2ccccc2)nc(N)n1,3%,5%,-3%[57.1 µM],-1%[57.1 µM],-1%,0,-4%,-11%,7%
COc1cc2c(cc1NCc1ccccn1)oc1ccccc12,6%,-26%,11%[57.1 µM],35%[activator][57.1 µM],-7%,9,-49%,-15%,-2%
CCC(C)Nc1nc(CN2CCOCC2)nc2sc3c(c12)CCC3 (stereo not drawn),-6%,11%,15%[11.4 µM],2%[57.1 µM],-1%,-6,-9%,3%,2%
COc1ccc2sc(-c3ccccc3OC)c(-c3ccc(O)cc3)c2c1,-4%,6%,7%,4%,-14%,0,2%,-18%,-14%
N#Cc1c(SCc2ccc(Cl)cc2)sc(C(=O)c2ccccc2)c1N,-4%,-14%,6%[57.1 µM],-10%,-9%,3,-7%,-10%,3%
O=C(COc1ccc(F)cc1)NCC1(N2CCCCC2)CCCCC1,-2%,?,3%,-5%,-4%,-4,29%,5%,10%
CC(C)(C)c1cc(C(F)(F)F)c(C#N)c(=O)[nH]1,-8%,2%,-18%[57.1 µM],437%[activator],1%,-4,-19%,-5%,4%
COc1ccccc1NC(=O)c1cccc(S(=O)(=O)N2CCN(Cc3ccccc3)CC2)c1,-1%,-2%,11%,-9%[57.1 µM],0%,-9,9%,-8%,-1%
CCCS(=O)(=O)c1c(S(=O)(=O)CCC)c2c3ccccc3ccn2c1C(=O)OC,-4%,4%,-3%,25%,-2%,1,-18%,-14%,4%
COc1ccccc1Nc1cc(N2CCOCC2)c2nonc2c1[N+](=O)[O-],-4%,5%,0%,-4%,3%,2,-13%,2%,3%
Cc1ccc(C)c(N2CCN(C(=O)c3cn(C)c4ccc(S(=O)(=O)N(C)C)cc4c3=O)CC2)c1,-5%,2%,12%[57.1 µM],2%[57.1 µM],-14%,-4,-7%,-3%,-12%
COc1ccc(CCNC(=O)CCn2c(=O)c3cccn3c3cccnc32)c(OC)c1OC,-2%,4%,14%,0%,0%,-2,18%,10%,-15%
Cc1ccc2c(C(=O)CN3CCN(C4CCCCC4)CC3)c(C)[nH]c2c1,-1%,2%,-3%[57.1 µM],-1%[57.1 µM],-2%,0,22%,0%,-6%
O=C1[C@H]2[C@@H](c3ccc(F)cc3)N3C(=O)N(c4cccc(F)c4)C(=O)[C@@]3(Cc3ccccc3)[C@H]2C(=O)N1C1CCCCC1,-3%,0%,22%,-3%,-6%,-1,0%,-25%,-5%
O=C(N/N=C/c1cccs1)c1cc(-c2ccc3ccccc3c2)n[nH]1,5%,3%,20%[57.1 µM],11%[57.1 µM],-17%,-6,-10%,-13%,-1%
CC(=O)Nc1ccc(NC(=O)c2ccc3c(c2)N(Cc2cccc(Cl)c2)C(=O)c2ccccc2S3(=O)=O)cc1,-4%,-4%,7%,-4%,-1%,-2,15%,-31%,6%
CC(C)CN(C(=O)CCC(=O)OCc1ccc(Cl)cc1Cl)c1c(N)n(CC(C)C)c(=O)[nH]c1=O,-3%,1%,27%,11%,0%,-5,25%,-18%,-2%
CCO[C@H]1OC(C(N)=O)=C[C@@H](C)[C@@H]1CCCO,-4%,-5%,39%,9%,2%,1,21%,-9%,33%[activator]
COc1ccc(Nc2nc(-c3cccnc3)nc3ccccc23)cn1,-10%,?,11%[57.1 µM],9%[57.1 µM],-2%,18,?,?,5%
COc1ccc(F)c(-c2nc(CN3CCN(C(=O)c4ccco4)CC3)c(C)o2)c1,-5%,5%,?,-15%,1%,-4,15%,-1%,2%
CCc1cc(=O)oc2cc(C)cc(OCC(=O)NCc3ccncc3)c12,-3%,8%,31%[activator],83%[activator],2%,-3,-5%,-14%,-2%
CCN(C(=O)CSc1nnc(-c2cccc(F)c2)n1N)c1c(N)n(Cc2ccccc2)c(=O)[nH]c1=O,-2%,0%,9%[57.1 µM],5%[57.1 µM],0%,-5,-37%,-17%,-4%
O=C(NCCC1=CCCCC1)Nc1ccc2nsnc2c1,?,-14%,-3%,8%,2%,2,12%,-24%,1%
COc1ccc(C(=O)Nc2cc(-c3nc4ccccc4s3)ccc2OC)cc1,-4%,-12%,5%,4%,?,4,4%,-4%,0%
CC1CCCCN1Cc1c(O)ccc2c(=O)c(-c3ccc(Cl)cc3Cl)coc12 (stereo not drawn),-4%,0%,21%,74%[activator],0%,-9,10%,-10%,0%
COc1ccccc1CNC(=O)C1CCN(c2nn3c(=O)cc(C)nc3s2)CC1,-3%,10%,5%,-4%,1%,-5,8%,4%,0%
O=C(CSc1nc2c([nH]c3ccccc32)c(=O)n1-c1ccccc1)N1CCCc2ccccc21,-3%,-9%,8%[57.1 µM],-1%[57.1 µM],5%,-10,-1%,14%,-2%
CCCNC(=O)CN(Cc1ccccc1F)S(=O)(=O)c1ccc(C)cc1,-5%,-2%,8%[57.1 µM],6%[57.1 µM],-1%,4,10%,-15%,3%
Cn1c(=O)c2cn(-c3ccccc3)cc2n(C)c1=O,-2%,.,-23%,11%,0%,2,-11%,-9%,2%
O=C(CN1C(=O)/C(=C/c2ccco2)SC1=S)NC1CCS(=O)(=O)C1 (stereo not drawn),-8%,4%,?,-6%,-1%,-9,-44%,?,5%
Cc1ccnn1CC(=O)N/N=C/c1cccs1,2%,-12%,2%[57.1 µM],3%[57.1 µM],-1%,-9,14%,-13%,3%
O=C(CCc1nc2ccccc2[nH]1)Nc1ccccc1F,1%,1%,11%[57.1 µM],-8%[57.1 µM],4%,2,-19%,-23%,5%
C#CCOCCOCCOCCNc1nc(N2CCN(C(=O)[C@H](CCCCN)n3cc([C@@H](N)[C@H](C)CC)nn3)CC2)nc(N2CCN(C(=O)[C@H](CCCCN)n3cc([C@@H](N)CC(N)=O)nn3)CC2)n1,-6%,-3%,?,-3%,0%,1,-4%,-25%,6%
Cc1cccc(C)c1NC(=O)CNC(=O)C(C)N(C)CC(=O)Nc1ccc(F)cc1 (stereo not drawn),-1%,4%,-11%,-11%,-1%,-5,-14%,-10%,-1%
COc1ccc(NC(=O)CCS(=O)(=O)c2ccc(Cl)cc2)cc1,-1%,-1%,0%,5%,0%,-11,-10%,-27%,-6%
CNc1nc(N)c(C(=O)C23CC4CC(CC(C4)C2)C3)s1,3%,19%,5%[57.1 µM],-8%[57.1 µM],0%,-4,?,-25%,-3%
COc1cc2[nH]c3c(Cl)ncnc3c2cc1OC,-3%,-1%,-2%,-5%,0%,5,-5%,-4%,2%
CN1CCN(c2ncnc3c2cnn3-c2ccc(Cl)cc2)CC1,-8%,-2%,4%,6%,0%,-6,1%,-26%,4%
O=[N+]([O-])c1ccc(/C=N/Nc2ncccc2[N+](=O)[O-])s1,2%,-17%,30%[57.1 µM],-14%[57.1 µM],?,-3,1%,-1%,7%
O=C1c2ccccc2CCC12N=NCC2c1ccccc1 (stereo not drawn),-3%,-12%,-4%,-9%,-5%,15,14%,-5%,10%
CCN(c1ccccc1)S(=O)(=O)c1ccc(C(=O)N(CCCN(C)C)c2nc3c(C)cccc3s2)cc1,-4%,-11%,15%,-4%,5%,-4,45%,-5%,-16%
O=c1c2ccccc2c2c(O)nc(-c3ccccc3)n2n1Cc1ccccc1,2%,4%,10%[57.1 µM],2%[57.1 µM],0%,-6,10%[11.4 µM],0%,-3%
COC(=O)c1sccc1NC(=S)N1CCC(C(N)=O)CC1,-2%,-1%,-11%,-2%,3%,-11,0%,-9%,-6%
CCOc1ccc2nc3c(cc2c1)CN(CCOC)C(=NCCOC)S3,-1%,1%,-19%[57.1 µM],11%[57.1 µM],1%,12,10%,-5%,-3%
CSc1ccc(/C=C(\NC(=O)c2ccc(C)cc2)C(=O)Nc2cccc(C)c2)cc1,-5%,0%,-9%,2%,0%,-1,11%,-12%,1%
COc1ccc(N2CCN(C(=O)COC(=O)CCOc3ccccc3C)CC2)cc1,-5%,-4%,-2%,-8%,2%,-2,-14%,-22%,-5%

# Only part of the results is shown; count on the stated rates, not on these rows.
